Source: PubChem BioAssay (National Center for Advancing Translational Sciences (NCATS))
KDM4E inh – inhibitors of human JMJD2E histone demethylase | B2RXH2 | 1.6% of 230,000 active | Potency, µM (titrated, usually from 57.1 µM), inactives show at the highest dose activity change, negative = inhibition, actives largely listed as inhibitors | JMJD2E catalytic domain, FDH-coupled NADH fluorescence (FDH is formaldehyde dehydrogenase); active = well fitted inhibition curve with a large enough effect, not every such curve was filed as active; inconclusive = small, poorly fitted or top-dose-only effect, or another doubt; inactive = no such curve, though single readings can be large or run the other way;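 also: 0% = wells with enzyme and -100% = buffer wells without enzyme; nearly all actives have a fitted effect of over 50% in size; many of its hits are not listed in these tables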
GAA inh – blocks human lysosomal alpha-glucosidase; P10253; purified human GAA, 4-MU-alpha-glucoside fluorescence; Potency, µM (series often up to 76.9 µM), for inactives: top-dose activity change, negative = inhibition, usual class: inhibitors; 0.005% of 200,000 active; AID 1466;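 also: plate controls were uninhibited enzyme wells for no effect and no-enzyme background for full effect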
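Compounds are titrated up to 77 uM against 4 nM human enzyme. Substrate 4-methylumbelliferyl-alpha-D-pyranoside (400 uM) reacts 20 min at room temperature in pH 5.0 buffer; liberated 4-methylumbelliferone is read at 440 nm.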
GLA spleen mod – inhibits or activates alpha-galactosidase in human spleen homogenate. P06280. human spleen homogenate, 4MU-alpha-Gal fluorescence, 40 min. Potency, µM (top dose mostly 80 µM), inactives show at the highest dose activity change, negative = inhibition, hits mostly inhibitors. 0.008% of 240,000 active;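 also: 0% = enzyme with vehicle and -100% = no enzyme basal signal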
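Spleen homogenate 1 ug + cpd (titration) + 4-MU-alpha-D-galactopyranoside 1 mM; 37C 40 min; 50 mM citrate/phosphate pH 5.0, 0.01% Tween-20; stop pH 10; fluorescence 365/440; AC50 via Hill.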
GAA glycogen – GAA glycogen-cleavage inhibition or activation. P10253. recombinant GAA, glycogen substrate, Amplex Red glucose oxidase fluorescence. Potency, µM (top dose mostly 76.4 µM), without a hit: at the top dose activity change, negative = inhibition, most hits filed as inhibitors. 0.38% of 300,000 active. AID 2100;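 also: 0% = full enzyme reaction and -100% = no-enzyme basal signal; the screen sought inhibitors and activators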
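Recombinant human enzyme (4 nM); glycogen substrate; 37 C, 40 min, pH 5.0. Readout: coupled glucose oxidase/Amplex Red fluorescence.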
GoLoco inh red – RGS12 GoLoco-Gai1 interaction inhibition; P63096; Gai1:RGS12 GoLoco peptide FP, rhodamine, 10 min; Potency, µM (titrated, usually from 61.6 µM), inactives show at the highest dose activity, negative = inhibition, most hits filed as inhibitors; 0.44% of 230,000 active; active = well fitted inhibition curve with a large enough effect, not every such curve was filed as active; inactive = no such curve, though single readings can be large or run the other way; also: % is scaled to controls: 0 for no effect and ±100 for the full control effect; nearly all actives have a fitted effect of over 30% in size; many of its hits are not listed in these tables
Target sequence (P63096 whole entry, looked up): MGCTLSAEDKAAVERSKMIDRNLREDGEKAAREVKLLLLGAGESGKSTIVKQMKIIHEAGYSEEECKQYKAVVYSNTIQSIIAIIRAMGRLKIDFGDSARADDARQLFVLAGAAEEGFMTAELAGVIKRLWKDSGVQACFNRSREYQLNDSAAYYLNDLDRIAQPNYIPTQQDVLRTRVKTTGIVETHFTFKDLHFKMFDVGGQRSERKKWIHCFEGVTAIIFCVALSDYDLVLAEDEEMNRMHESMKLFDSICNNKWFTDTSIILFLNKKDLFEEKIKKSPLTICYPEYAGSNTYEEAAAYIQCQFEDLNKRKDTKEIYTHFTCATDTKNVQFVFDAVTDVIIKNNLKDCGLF
ALDH1A1 block – inhibitors of human aldehyde dehydrogenase 1A1 | 7.3% of 220,000 active | Potency, µM (highest dose often 75.3 µM), inactives show at the top dose activity, negative = inhibition, actives largely listed as inhibitors | Purified ALDH1A1, NADH fluorescence, propionaldehyde substrate | AID 1030; active = well fitted inhibition curve with a large enough effect, not every such curve was filed as active; inconclusive = small, poorly fitted or top-dose-only effect, or another doubt; inactive = no such curve, though single readings can be large or run the other way;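 also: plate controls were no enzyme wells and a reference inhibitor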
Target sequence (P00352 whole entry, looked up): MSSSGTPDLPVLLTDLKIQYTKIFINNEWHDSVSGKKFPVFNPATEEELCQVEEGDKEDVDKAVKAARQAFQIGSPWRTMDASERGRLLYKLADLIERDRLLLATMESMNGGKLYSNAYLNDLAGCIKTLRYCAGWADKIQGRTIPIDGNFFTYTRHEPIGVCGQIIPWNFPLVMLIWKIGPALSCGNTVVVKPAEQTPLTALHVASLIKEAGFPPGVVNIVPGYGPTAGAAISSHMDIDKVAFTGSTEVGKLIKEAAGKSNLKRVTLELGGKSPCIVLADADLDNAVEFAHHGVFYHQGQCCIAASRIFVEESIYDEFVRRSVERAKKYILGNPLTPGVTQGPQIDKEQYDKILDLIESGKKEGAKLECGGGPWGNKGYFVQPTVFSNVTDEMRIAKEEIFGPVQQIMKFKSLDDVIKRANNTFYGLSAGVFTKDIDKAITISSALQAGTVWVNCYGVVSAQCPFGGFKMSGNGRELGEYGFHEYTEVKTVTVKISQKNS
SMN2 splice up – SMN2 splice variant enhancement; HEK293 SMN2-luciferase splicing reporter, luminescence, 30-36 h; Potency, µM (highest dose often 46.1 µM), without a hit: at the highest dose activity change, positive = activation, usual class: activators; 2.8% of 210,000 active; also: % of control where 0% means no effect; nearly all actives have a fitted effect of over 55% in size
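HEK293 cells carry an SMN2 […]–luciferase reporter in which exon 7 inclusion puts luciferase in frame. Cells were plated 10-12 h before compound addition, then incubated 30-36 h at 37C. ONE-Glo luminescence was read; sodium butyrate at 4.5 mM final served as control.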
aGlu spleen mod – inhibits or activates alpha-glucosidase in human spleen homogenate; P10253; human spleen homogenate, 4-MU-alpha-glucoside fluorescence; Potency, µM (titrated, usually from 79.9 µM), for inactives: top-dose activity change, negative = inhibition, actives largely listed as inhibitors; 0.006% of 240,000 active;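 also: 0% = enzyme with vehicle and -100% = no enzyme basal signal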
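Human spleen homogenate (1 ug) with 4-methylumbelliferyl-alpha-D-glucopyranoside (1 mM final) in 50 mM citrate/phosphate pH 5.0, 0.01% Tween-20; 40 min at 37 C. Stopped at pH 10; 4-MU fluorescence Ex 365/Em 440 nm; AC50 by Hill fit.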
Starred values were filed as active, the others as inactive; u = inconclusive; x = not tested or not shown; [ ] = another dose, or the depositor's remark. Unless noted, calls follow the shape of the dose curve; as a rule, active = well fitted curve in the direction sought with a large enough effect; inconclusive = small, poorly fitted or top-dose-only effect, or another doubt; inactive = no such curve, though single readings can be large; an effect the other way counts as inactive or inconclusive. Potency is read from the fitted curve at half-maximal effect.

SMILES | KDM4E inh | GAA inh | GLA spleen mod | GAA glycogen | GoLoco inh red | ALDH1A1 block | SMN2 splice up | aGlu spleen mod
COCCNC(=O)/C(C#N)=C/c1cccc(OCc2ccccc2)c1 | -8% | u | 3% | -2% | 5% | -8% | -2% | -4%
COc1cc(NC(=S)N2CCN(c3ccccn3)CC2)cc(OC)c1OC | -5% | -6% | -2% | -4% | -4% | u | x | -2%
COc1ccc(C(=O)Cn2nnc(-c3ccccc3-n3cnnn3)n2)cc1 | 5% | -4% | -11% | -1% | 9% | u | -28% | -4%
COCCNC(=O)c1ccccc1NC(=O)c1ccccc1N(C)S(=O)(=O)c1ccccc1 | 8% | -4% | 7% | -2% | 9% | 1% | 46% | 1%
Cc1ccc(/C=C/C(=O)Nc2ncc(C)s2)o1 | u | -9% | -7% | 4% | -11% | u | 3.2µM* | -8%
O=S(=O)(c1ccccc1)c1nc(-c2cccs2)oc1NCC1CCCO1 (stereo unspecified) | u | -1% | -3% | -15% | -13% | u | -5% | -18%
CC(Sc1nnc2ccccn12)C(=O)Nc1ncc(Cl)cc1Cl (stereo unspecified) | -5% | 6% | -15% | -1% | 4% | 4% | 5% | -17%
CC(=O)c1cccc(NC(=O)c2ccc(Br)o2)c1 | 4% | -2% | 5% | -4% | 10% | 0% | 17% | 5%
CCN(CC)S(=O)(=O)c1ccc(S(=O)(=O)N2CCCC2)cc1 | -1% | 14% | -18% | -12% | -21% | -5% | x | 2%
Cc1cccc(-c2nc3ccccc3c(=O)n2NC(=S)N(C)C)c1 | -7% | 5% | 3% | -2% | -17% | 8.9µM* | 4% | -4%
COc1ccccc1NC(=S)NC1CC2CCC1C2 (stereo unspecified) | 0% | x | 9% | -3% | 7% | x | x | 3%
CN(C(=O)n1cnc2ccccc21)c1ccccc1 | 3% | 1% | 4% | 12% | -6% | -1% | -9% | -4%
CCOC(=O)c1[nH]c(C)c(C(=O)N2CCN(c3ccc(F)cc3)CC2)c1C | 5% | 1% | 8% | 2% | -6% | 5% | u | -4%
COc1cc(OC)c2cc[nH]c2c1 | 3% | -2% | -5% | 10% | 9% | 6% | 0% | 0%
O=C(COc1ccccc1)N1CCN(c2ccc([N+](=O)[O-])c(N3CCCCC3)c2)CC1 | -5% | 0% | -5% | -9% | 6% | 10µM* | -20% | -5%
COc1cccc(/C=N/NC(=O)C(C)n2nnc3ccccc32)c1 (stereo unspecified) | -10% | 5% | 5% | 10% | 14% | 8% | -8% | 2%
CCC/S(C)=N/S(=O)(=O)c1ccc(C)cc1 (stereo unspecified) | 7% | -6% | 2% | 5% | -3% | u | 18% | 10%
CSc1ccc(/C=N/Nc2ccc(Cl)c(C(=O)O)c2)cc1 | -29% | -1% | 0% | u | 1% | u | 1.8µM* | -2%
CC(=O)OCC1OC(n2ncc(=O)n(Cc3ccccc3)c2=O)C(OC(C)=O)C1OC(C)=O (stereo unspecified) | 4% | -6% | 2% | 5% | 5% | 7% | x | -5%
O=C(CCn1nc(-c2ccc(Cl)cc2)ccc1=O)NCc1ccccn1 | -7% | 3% | 3% | 10% | 9% | 5% | 1% | -21%

Ordered by SMILES length (falling): part of the list above
SMILES | KDM4E inh | GAA inh | GLA spleen mod | GAA glycogen | GoLoco inh red | ALDH1A1 block | SMN2 splice up | aGlu spleen mod
COCCNC(=O)c1ccccc1NC(=O)c1ccccc1N(C)S(=O)(=O)c1ccccc1 | 8% | -4% | 7% | -2% | 9% | 1% | 46% | 1%
COc1ccc(C(=O)Cn2nnc(-c3ccccc3-n3cnnn3)n2)cc1 | 5% | -4% | -11% | -1% | 9% | u | -28% | -4%
COc1cc(OC)c2cc[nH]c2c1 | 3% | -2% | -5% | 10% | 9% | 6% | 0% | 0%

Later entries:
SMILES | KDM4E inh | GAA inh | GLA spleen mod | GAA glycogen | GoLoco inh red | ALDH1A1 block | SMN2 splice up | aGlu spleen mod
CN(C)c1ccc(NC(=O)CN2CCN(S(=O)(=O)c3cc(Cl)ccc3Cl)CC2)cc1 | 1% | -2% | 21% | -12% | -21% | u | -5% | -3%
Cc1c(C(=O)NN2CCN(C)CC2)cccc1[N+](=O)[O-] | -1% | -1% | -8% | -7% | 11% | 4% | 26% | -7%
CN(Cc1ccccc1)C(=S)NC(=O)c1ccc(-c2ccccc2)cc1 | 11% | -13% | -5% | 7% | -8% | u | -23% | -4%
CC(=O)c1cccc(NS(=O)(=O)N(C)C)c1 | 5% | 3% | 8% | 5% | -5% | -4% | 4% | -1%
Cc1nnc(SCC(=O)N2c3ccccc3Sc3ccccc32)n1N | 3% | -7% | 3% | 2% | 9% | u | 23% | 2%
CCOCCCNC(=O)Cc1ccc(Br)cc1 | 5% | 1% | 4% | 7% | 3% | 6% | 4% | -3%
O=C(NC1CCCCC1)Sc1ccc(Cl)cc1 | 4% | -1% | 6% | -4% | 4% | u | 24% | -2%
COc1cc(OC)c(C(=O)Nc2cccc(C(C)=O)c2)cc1OC | -2% | -1% | 1% | 2% | 0% | 7% | -12% | -1%
Cc1ccc(C2C=C(c3ccccc3OC(F)F)Nc3ncnn32)cc1 (stereo unspecified) | u | -2% | 22% | -4% | 4% | u | -2% | 10%
Cc1cc(Nc2ccccc2)n(CCC#N)n1 | 0% | -8% | -10% | 20µM* | 1% | 5% | -1% | -9%
COc1cc(C(=O)N(Cc2cccnc2)Cc2cc3cc4c(cc3[nH]c2=O)OCCO4)cc(OC)c1OC | u | u | u | -1% | -14% | u | 0% | 13%
O=C(NCCOCCOCCNC(=O)c1ccccc1)c1ccccc1 | 16% | 4% | -3% | 1% | -7% | -11% | -31%[inhibitor] | 5%
CC1(C)CC(=O)C2=C(C1)OC1=C(C2)C(=O)CC(C)(C)C1 | 1% | -1% | 7% | 0% | 7% | 18µM* | 4% | 0%
O=C(c1cc(Sc2ccc(Cl)cc2)nc2ccccc12)N1CCN(c2ccccn2)CC1 | u | -10% | 0% | -6% | -7% | 2% | -39%[inhibitor] | -2%
O=C(NCc1ccccc1Cl)c1csc2c1CCCCC2 | -2% | -3% | -4% | 3% | -8% | 5% | 6% | -2%
O=C1CCc2cc(S(=O)(=O)N3CCC(C(=O)NCc4ccccn4)CC3)ccc2N1 | 5% | -5% | -3% | 10% | -17% | 10% | 5% | -7%
COc1ccc(-c2nc(C)sc2CC(=O)O)cc1OC | -3% | 4% | 9% | 0% | 3% | -7% | -2% | 4%
COc1cccc(NC(=O)COC(=O)CCS(=O)(=O)c2ccc(C)cc2)c1 | -9% | 1% | -7% | 14% | 11% | u | 21% | 1%
Cn1c(SCC(=O)NCc2ccc3c(c2)OCO3)nnc1-c1c[nH]c2ccccc12 | 4% | -7% | -1% | -4% | -3% | -3% | 33% | 0%
O=C(NCc1cccnc1)c1cn(CCc2ccccc2)nn1 | 6% | -3% | -5% | -4% | 5% | -6% | 3% | 0%
Nc1nc(NC(=O)C(Cl)(Cl)Cl)nn1-c1ccccc1 | 3% | 3% | 3% | -7% | 13% | u | x | 2%
CCn1c(=O)c2ccccc2n2c(SCC(=O)N3CCCc4ccccc43)nnc12 | -3% | -3% | -16% | -16% | -1% | u | -24% | 5%
Cc1cc(S(=O)(=O)NCCc2ccccc2)c(C)s1 | -1% | -1% | 5% | 2% | -3% | u | 5% | 4%
CCCC(=O)NC(c1ccccc1OC)c1ccc2cccnc2c1O (stereo unspecified) | 32µM* | -8% | 7% | -7% | 17% | 0% | x | -11%
Cc1cc(=O)oc2c(CN(CC(C)C)CC(C)C)c(O)ccc12 | u | u | u | 5% | 3% | u | 3% | u
NC(=O)COC(=O)C(Cc1ccccc1)NS(=O)(=O)c1ccccc1F (stereo unspecified) | -3% | 7% | -5% | -12% | -11% | u | 24% | 2%
O=C(c1cccc(C(F)(F)F)c1)C1CCCN(C(=O)CCc2cnccn2)C1 (stereo unspecified) | -8% | u | 3% | -14% | 6% | 1% | x | 3%
Cc1ccccc1N(CC(=O)N1CCOCC1)S(C)(=O)=O | u | 2% | 4% | 8% | 2% | u | x | 0%
CCn1cc(/C=N\NC(=O)c2c[nH]c3ccccc23)c(C)n1 | -9% | 0% | -2% | -7% | 0% | 1% | 27% | 5%
Cn1c(SCCSc2nnc(-c3ccccc3)n2C)nnc1-c1ccccc1 | 0% | 6% | 1% | 6% | -1% | 14% | 6% | 9%
CN(C)c1ccc(-c2nccc(NCCN3CCOCC3)n2)cc1 | u | x | 12% | x | -7% | u | -20% | 1%
CCOC(=O)c1[nH]c(C)c(C(=O)N2CCN(c3ccccc3)CC2)c1C | -2% | -7% | -1% | 9% | 14% | 4% | 3% | -18%
Cn1c(SCc2c(Cl)cccc2Cl)nnc1-c1ccc2nonc2c1 | 6% | x | 4% | -2% | 10% | x | x | 1%
COC(=O)c1ccc(C(C(=O)NC2CCCCC2)N(Cc2ccccc2)C(=O)Cc2cccs2)cc1 (stereo unspecified) | 11% | 2% | -4% | 9% | -1% | 3% | -10% | -6%
CCCCC(C(=O)OCC)C(N)Cc1ccc(F)cc1 (stereo unspecified) | 9% | -6% | 4% | 8% | 3% | 2% | -12% | -4%
CCN=C1S/C(=C\c2ccc(OCC)c(OC)c2)C(=O)N1CC | u | 3% | -2% | 11% | 1% | 4% | 6% | -5%
O=S(=O)(Nc1ccc(Cl)nn1)c1ccccc1 | -17% | u | -5% | 8% | -5% | 0% | 4% | -3%
Cn1c(N)c(C(=O)COC(=O)CCCc2nc3ccccc3s2)c(=O)n(C)c1=O | -2% | -13% | 1% | 6% | 2% | 9% | -9% | 3%

Three compounds picked at random from those above:
SMILES | KDM4E inh | GAA inh | GLA spleen mod | GAA glycogen | GoLoco inh red | ALDH1A1 block | SMN2 splice up | aGlu spleen mod
Cc1ccccc1N(CC(=O)N1CCOCC1)S(C)(=O)=O | u | 2% | 4% | 8% | 2% | u | x | 0%
NC(=O)COC(=O)C(Cc1ccccc1)NS(=O)(=O)c1ccccc1F (stereo unspecified) | -3% | 7% | -5% | -12% | -11% | u | 24% | 2%
Cn1c(SCc2c(Cl)cccc2Cl)nnc1-c1ccc2nonc2c1 | 6% | x | 4% | -2% | 10% | x | x | 1%

Not all compounds are listed. The share of hits here may be higher or lower than overall.
